Epigenetic derep: Quantitative High-Throughput Screen for Regulators of Epigenetic Control; murine LDR cells, GFP reporter derepression, 30 h; Potency, µM (top dose mostly 53.9 µM), for inactives: top-dose GFP activation, usual class: activators; 0.2% of 280,000 active; AID 1865, 2009; further: potency means the concentration at half of the fitted maximal effect; % of control where 0% means no effect; nearly all actives have a fitted effect of over 60% in size
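In this reporter-derepression format, murine cells bearing a silenced integrated CMV-GFP locus incubate with test compound (30 h, 37 C), then are washed and imaged; fluorescent objects of 20–120 um count as induced cells.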
aGal spleen mod: qHTS Assay for Inhibitors and Activators of Human alpha-Galactosidase From Spleen Homogenate. Alpha-galactosidase A (Homo sapiens), P06280. human spleen homogenate, 4MU-alpha-Gal fluorescence, 40 min. Potency, µM (doses to about 80 µM), for the others: top-dose activity change, negative = inhibition, actives largely listed as inhibitors. 0.008% of 240,000 active;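 further: potency means the concentration at half of the fitted maximal effect; 0% = enzyme with vehicle and -100% = no enzyme basal signal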
Target sequence (P06280 32-429 limits assumed): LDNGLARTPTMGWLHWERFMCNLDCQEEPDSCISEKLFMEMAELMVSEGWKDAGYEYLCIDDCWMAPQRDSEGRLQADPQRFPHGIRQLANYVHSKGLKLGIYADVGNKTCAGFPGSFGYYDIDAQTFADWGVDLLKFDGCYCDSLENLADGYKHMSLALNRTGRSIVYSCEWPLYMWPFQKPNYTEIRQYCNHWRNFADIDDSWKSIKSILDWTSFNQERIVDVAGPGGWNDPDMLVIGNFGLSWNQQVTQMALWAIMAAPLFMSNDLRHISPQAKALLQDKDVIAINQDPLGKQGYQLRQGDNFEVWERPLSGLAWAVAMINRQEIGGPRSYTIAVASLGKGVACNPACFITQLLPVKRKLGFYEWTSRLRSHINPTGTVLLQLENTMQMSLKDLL
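Human spleen homogenate (1 ug) was the enzyme source, with 4-methylumbelliferyl-alpha-D-galactopyranoside (1 mM final) in pH 5.0 citrate buffer with 0.01% Tween-20. Compounds were titrated; after 40 min at 37C, NaOH/glycine stop, 4-MU fluorescence read; AC50 from Hill fits.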
NPSR antagonist: qHTS Assay for Antagonists of the Neuropeptide S Receptor: cAMP Signal Transduction. AID 1461, 2008. Potency, µM (titrated, usually from 38.3 µM), inactives show top-dose activity change, negative = inhibition, hits mostly inhibitors. Q6W5P4. 1% of 220,000 active. CHO-NPSR cells, cAMP TR-FRET, antagonist mode; further: potency means the concentration at half of the fitted maximal effect; on the % scale 0 is the no-effect control and ±100 the full control effect; nearly all actives have a fitted effect of over 50% in size; many of its hits are not listed in these tables
Target sequence (Q6W5P4 whole entry, looked up): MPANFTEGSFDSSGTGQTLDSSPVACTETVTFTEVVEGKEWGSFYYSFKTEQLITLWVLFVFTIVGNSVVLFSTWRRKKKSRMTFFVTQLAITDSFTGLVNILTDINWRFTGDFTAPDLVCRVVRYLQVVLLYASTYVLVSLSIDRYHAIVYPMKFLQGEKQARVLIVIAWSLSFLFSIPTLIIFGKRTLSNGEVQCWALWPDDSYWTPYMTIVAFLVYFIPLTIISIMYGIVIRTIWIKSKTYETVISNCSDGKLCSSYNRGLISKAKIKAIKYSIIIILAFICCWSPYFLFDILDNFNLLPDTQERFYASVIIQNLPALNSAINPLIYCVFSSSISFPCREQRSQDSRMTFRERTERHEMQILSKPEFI
Tau fibril FP: qHTS for Inhibitors of Tau Fibril Formation, Fluorescence Polarization; 0.39% of 280,000 active; Microtubule-associated protein tau (Homo sapiens), P10636; Potency, µM (highest dose often 57.7 µM), for inactives: top-dose activity, negative = inhibition, hits mostly inhibitors; K18 P301L tau heparin fibrillization, Alexa594 FP, 6 h; further: potency means the concentration at half of the fitted maximal effect; on the % scale 0 is the no-effect control and ±100 the full control effect; nearly all actives have a fitted effect of over 55% in size
Target sequence (P10636 561-689 P618L limits assumed): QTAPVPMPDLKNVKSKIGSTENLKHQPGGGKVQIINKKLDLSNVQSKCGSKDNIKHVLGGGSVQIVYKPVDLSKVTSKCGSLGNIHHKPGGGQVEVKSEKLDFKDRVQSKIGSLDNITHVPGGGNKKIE
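Heparin (20 uM) drove fibril formation of recombinant tau K18 P301L, 15 uM unlabeled with 0.24 uM Alexa 594 label, for 6 hr at 37 C in 100 mM sodium acetate pH 7. Fluorescence polarization (555/632 nm) read 1 hr after 30 uM ThT.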
Tau fluor counter: Counterscreen qHTS for Inhibitors of Tau Fibril Formation, Fluorescence Polarization | tau K18 P301L Alexa594 fluorescence, heparin fibrillization | AID 1463, 2008 | Potency, µM (titrated, usually from 57.7 µM), for the others: top-dose activity change, negative = decrease | 0.93% of 280,000 active; further: potency means the concentration at half of the fitted maximal effect; on the % scale 0 is the no-effect control and ±100 the full control effect; nearly all actives have a fitted effect of over 55% in size
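Human tau K18 P301L (15 uM unlabeled, 0.24 uM Alexa 594-labeled) in 100 mM sodium acetate pH 7 with 20 uM heparin, 6 hr at 37 C. ThT 30 uM added, 1 hr ambient; Alexa 594 FP and total fluorescence read at 555/632 nm.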
CBFb-RUNX1 inh: qHTS Assay for Compounds Blocking the Interaction Between CBF-beta and RUNX1 for the Treatment of Acute Myeloid Leukemia. Runt-related transcription factor 1 (Homo sapiens) + Core-binding factor subunit beta …. AlphaScreen CBFb-His/RUNX1-biotin binding, biochemical. Potency, µM (series often up to 59.8 µM), inactives show at the highest dose activity, negative = inhibition, actives largely listed as inhibitors. 230,000 tested, under 10 active; further: % of control where 0% means no effect
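Room-temperature protein-protein interaction test with 30 nM each of His-tagged CBF-beta and biotinylated RUNX1, 15 min with compound, then 90 min with nickel plus streptavidin beads. Signal read in AlphaScreen mode.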
TR SRC2 fluor cs: Total Fluorescence Counterscreen for Inhibitors of the Interaction of Thyroid Hormone Receptor and Steroid Receptor Coregulator 2; 0.29% of 280,000 active; TRb/SRC2 Texas Red total fluorescence interference; Potency, µM (highest dose often 106 µM), inactives show at the top dose fluorescence change, negative = quenching; active means well fitted curve in either direction with a large enough effect; inconclusive means small, poorly fitted or top-dose-only effect; further: potency means the concentration at half of the fitted maximal effect; on the % scale 0 is the no-effect control and ±100 the full control effect
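Human TRb ligand-binding domain at 0.6 uM with 20 nM Texas Red SRC2 peptide in Tris buffer containing 1 uM T3 and 5% DMSO, incubated with compound 5 h at ambient temperature. Total fluorescence (555/632 nm) calculated as parallel + 2 × perpendicular.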
TRb-SRC2 inh: qHTS for Inhibitors of the Interaction of Thyroid Hormone Receptor and Steroid Receptor Coregulator 2; Thyroid hormone receptor beta (Homo sapiens), P10828; TRbeta-SRC2 peptide binding, fluorescence polarization; receptor liganded with 1 µM T3; Potency, µM (doses to about 106 µM), inactives show at the highest dose activity change, negative = inhibition, actives largely listed as inhibitors; 0.065% of 280,000 active;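 further: potency means the concentration at half of the fitted maximal effect; plate controls were bound peptide for no effect and peptide without receptor for full effect; nearly all actives have a fitted effect of over 50% in size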
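A fluorescence polarization screen tested compounds at multiple concentrations against complex formation between 0.6 uM TRb ligand-binding domain and 20 nM Texas Red SRC2 peptide, with 1 uM T3 present; readout after 5 hr.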
* = called active by the depositor; ? = inconclusive; · = not tested or not shown; [ ] = remark or other dose. Unless noted, the call rests on the fitted dose curve; in most records, active means well fitted curve in the direction sought with a large enough effect; inconclusive means small, poorly fitted or top-dose-only effect, or another doubt; inactive means no such curve, though single readings can be large; an effect the other way counts as inactive or inconclusive.

SMILES | Epigenetic derep | aGal spleen mod | NPSR antagonist | Tau fibril FP | Tau fluor counter | CBFb-RUNX1 inh | TR SRC2 fluor cs | TRb-SRC2 inh
COc1ccc(-c2nc3n(c2C)Cc2ccccc2-3)cc1 | -0.8% | -1% | -15% | 8% | -23% | -1% | -2% | -4%
COc1ccc2c(c1)[nH]c1c(=O)n(CCc3cnc[nH]3)cnc12 | -1.0% | -7% | -13%[46.1 µM] | 2% | -12% | 2% | -1% | -5%
CCN(c1ccccc1)S(=O)(=O)c1ccc(NCC2COc3ccccc3O2)nc1 (stereo not given) | 8.6% | -13% | ? | -3% | 1% | -5% | 0% | 3%
COc1cccc(NC(=O)CSc2nc(=O)n(Cc3cccnc3)c3c2CCC3)c1 | 1.4% | · | · | -10% | -7% | · | 0% | -11%
COc1ccc2c(c1)CC(C(=O)NCCN1CCN(c3cccc(C)c3C)CC1)CO2 (stereo not given) | 1.7% | · | · | 2% | -20% | · | 4% | 6%
CCOc1ccc(NC(=O)CN2CCN(CC(=O)Nc3ccc(F)cc3F)CC2)cc1 | 0.8% | · | · | 0% | 6% | · | -3% | 9%
Cc1ccc(S(=O)(=O)c2c(CO)c(-c3ccccc3)nn2C)cc1 | -1.4% | 3% | -3% | -3% | -10% | -8% | -3% | 13%
O=C(N1CCN(c2ccccc2)CC1)C(F)(F)C(F)F | 1.6% | -2% | -13%[46.1 µM] | -2% | -5% | 2% | 0% | -5%
O=C1CN(C(=O)C2CC2)c2ccccc2N1 | -1.2% | 0% | -13%[46.1 µM] | 4% | 0% | 2% | -1% | -6%
COc1ccc(NS(=O)(=O)c2ccc3[nH]c4c(c3c2)CCCC4)cc1Cl | 0.0% | · | · | -13% | 8.9µM*[quencher] | · | 9% | 6%
CCOC(=O)C1(C)/C(=N/Nc2ccccc2OC)C(=O)C(=O)N1c1ccccc1 (stereo not given) | 0.0% | -14% | -29% | -11% | -15% | -20% | -3% | -10%
CCOC(=O)c1c(NC(=O)CN(C)C2CCN(C)CC2)sc(C(=O)Nc2ccccc2)c1C | 3.4% | 5% | -22% | 0% | -5% | 3% | 0% | 2%
Cc1ccc(Cl)cc1N1CCN(c2ncnc3c2nc2n3CCCCC2)CC1 | -0.4% | · | · | 1% | -10% | · | -7% | 9%
CCOc1ccc(N=CC2=C(O)CC(C)(C)CC2=O)cc1 | 0.0% | -14% | -19%[46.1 µM] | 6% | -6% | 5% | -4% | 5%
O=C(NC1=NCCS1)C1CC(=O)N(c2ccc(F)cc2)C1 (stereo not given) | 1.0% | -2% | -6%[46.1 µM] | -3% | -9% | -1% | -3% | -10%
O=C1c2ccccc2S(=O)(=O)N1CCCCN1CCN(c2ncccn2)CC1 | -1.6% | 5% | · | 2% | 4% | 3%[21.7 µM] | -1% | -2%
CCOC(=O)C1=C(O)/C(=C/c2cc(OC)c(OC)c(OC)c2)SC1=Nc1ccc(OC)cc1 | 2.1% | 6% | ? | -12% | -24% | -7% | 0% | -24%
Cc1ccc(S(=O)(=O)N2CCCC2C(=O)O)cc1 (stereo not given) | -5.2% | -1% | -12%[46.1 µM] | -4% | 0% | 10% | -2% | -25%
CCCn1nnc(NC(=O)COc2ccc(Cl)cc2)n1 | -1.7% | -2% | 11%[46.1 µM] | 2% | 0% | 5% | 2% | 12%
COc1ccc(OC)c(C(=O)c2ccc(C(=O)Nc3ccc4ccccc4c3)cc2)c1 | -4.0% | 1% | -12% | ? | ? | 11% | 0% | 5%
Clc1ccc(-c2nnc(N3CCCC3)nn2)cc1 | -0.9% | -7% | -6%[7.67 µM] | -8% | -12% | -6% | 1% | -11%
O=C(c1cccc(-n2cnnn2)c1)N1CC=C(c2ccccc2)CC1 | -2.7% | -7% | 10%[46.1 µM] | -9% | -17% | 1% | 8% | 7%
Cc1ccc(NC(=O)N2CCCc3ccccc32)cc1 | 2.6% | 5% | 4% | -5% | -9% | 6% | 0%[53 µM] | -6%[53 µM]
CCOC(=O)COc1ccc(S(=O)(=O)N2CCN(c3ccccc3)CC2)cc1 | -1.0% | 0% | -10% | 11% | -13% | 12% | -3% | -1%

Shown as a markdown table: part of the list above.
| compound | Epigenetic derep | aGal spleen mod | NPSR antagonist | Tau fibril FP | Tau fluor counter | CBFb-RUNX1 inh | TR SRC2 fluor cs | TRb-SRC2 inh |
| --- | --- | --- | --- | --- | --- | --- | --- | --- |
| O=C(N1CCN(c2ccccc2)CC1)C(F)(F)C(F)F | 1.6% | -2% | -13%[46.1 µM] | -2% | -5% | 2% | 0% | -5% |
| O=C1CN(C(=O)C2CC2)c2ccccc2N1 | -1.2% | 0% | -13%[46.1 µM] | 4% | 0% | 2% | -1% | -6% |

The listing continues:
SMILES | Epigenetic derep | aGal spleen mod | NPSR antagonist | Tau fibril FP | Tau fluor counter | CBFb-RUNX1 inh | TR SRC2 fluor cs | TRb-SRC2 inh
CCc1cccc(C)c1NC(=O)Cn1ccn(Cc2ccc(Cl)cc2)c(=O)c1=O | ? | · | · | 4% | -1% | · | -11% | 1%
COC(=O)c1ccccc1NC(=O)c1cccc(NC(=O)CSCc2ccccc2)c1C | -0.9% | 4% | 5%[46.1 µM] | -14% | -16% | 14% | 2% | -8%
Cn1nc([N+](=O)[O-])nc1Sc1nnnn1-c1ccc(C(=O)O)cc1 | -6.3% | -1% | 0% | 0% | -4% | 2% | -3% | 4%
CCN(c1ccccc1)S(=O)(=O)c1ccc(Cl)c(NC(=O)COC(=O)c2ccc[nH]c2=O)c1 | 1.0% | -16% | 6% | -8% | -8% | -2% | 1% | -1%
Fc1cnc(N/N=C/c2ccc(-c3ccc(Br)cc3)o2)nc1N1CCOCC1 | 1.8% | 0% | ? | -5% | 13µM*[quencher] | -17% | -3% | -4%
O=C(Nc1cnc2ccccn2c1=O)c1ccc(F)cc1 | 3.5% | 0% | -12%[46.1 µM] | -3% | -3% | 11% | -2% | -1%
CCCN(C(=O)Cc1nc(-c2ccc(OC)cc2)no1)c1ccccc1C | 1.3% | · | · | 6% | -17% | · | -2% | -6%
O=C(O)C1CCCN1S(=O)(=O)c1ccc2c(c1)CCC2 (stereo not given) | 0.0% | -14% | -7%[46.1 µM] | -4% | 5% | 1% | -3% | -1%
COC(=O)c1ccccc1NC(=O)c1nc2nc(C)cc(C)n2n1 | 0.0% | 20% | -13%[46.1 µM] | 9% | 2% | 3% | 1% | -2%
CCOC(=O)C1CCCN(C(=O)c2ccc3c(c2)N(Cc2ccc(Cl)cc2)C(=O)c2ccccc2S3=O)C1 (stereo not given) | -1.1% | · | · | 11% | -4% | · | -3% | 2%
COc1ccc(N(CC(=O)N2CCN(c3ccccc3F)CC2)S(=O)(=O)c2c(C)noc2C)cc1 | 2.7% | · | · | -14% | 0% | · | -2% | -6%
O=C(CNC(=O)c1ccccc1)N/N=C/c1ccc([N+](=O)[O-])o1 | 0.0% | -2% | -5% | 3% | 1% | -1% | -2% | -1%
Cc1ccc(C)c(Cn2c(=O)n(Cc3ccc4c(c3)OCO4)c(=O)c3oc4ccccc4c32)c1 | 7.7% | · | · | 3% | 0% | · | -2% | 2%
Cc1[nH]n(-c2ccc([N+](=O)[O-])cc2)c(=O)c1C=NCCN1CCN(C(=O)C(C)C)CC1 | -0.1% | -2% | 5% | -5% | -8% | -1% | 3% | -5%
COc1ccc(-c2cnnn2-c2ccc(NC(=O)c3ccccc3OC)cc2)cc1 | 9.8% | · | · | 7% | -18% | · | 0% | 10%
CCSc1nnc(-c2cc3c(s2)-c2ccccc2CC3)o1 | 1.5% | ? | -16%[46.1 µM] | ? | -22% | ? | -3% | -2%
O=C(Nc1ccccc1)c1ccccc1Oc1ccc(C(F)(F)F)cc1[N+](=O)[O-] | -2.2% | -5% | -42% | 3% | ? | -9% | -5% | -1%
Cc1ccc(NC(=O)Cc2nnc(SCC(=O)Nc3ccccc3)n2C)cc1 | 1.3% | -28% | 12% | -1% | 5% | 5% | -2%[53 µM] | -3%[53 µM]
FC(F)(F)c1cccc(-c2ccn3ncnc3n2)c1 | 1.1% | 2% | 12% | 4% | -2% | -6% | -1% | 3%
CN(C)c1ccc(CNC(=O)Cn2c(=O)oc3cc(S(=O)(=O)NCc4ccccc4)ccc32)cc1 | 0.8% | · | · | -8% | ? | · | -5% | 0%
O=C(NC(Cc1ccccc1)C(=O)O)/C(=C/c1ccco1)NC(=O)c1cccc([N+](=O)[O-])c1 (stereo not given) | -0.3% | -4% | 8% | -3% | -11% | -1% | -1% | 0%
O=C(O)CSc1nnc(Cc2ccccc2)n1Cc1ccccc1 | -1.0% | -9% | 0%[46.1 µM] | 3% | -4% | -1% | 0% | -6%
CCOC(Cn1c(SCc2cc(C(C)=O)ccc2OC)nc2ccccc2c1=O)OCC | -0.9% | -1% | -19%[46.1 µM] | -2% | -3% | 4% | -1% | 3%
Cc1occc1C(=O)NNC(=S)NCc1ccc(Cl)cc1 | -0.2% | -9% | 6% | ? | -5% | -2% | 0% | -9%
Cc1nnc(NC(=O)c2c(-c3ccccc3Cl)noc2C)s1 | -0.1% | 4% | 4% | 6% | -7% | 2% | -1% | -5%
CC(C)(C)NC(=O)C(c1ccccn1)N(C(=O)c1csnn1)C1CCCCC1 (stereo not given) | 1.1% | -15% | 4% | -1% | 8% | 0% | 2% | -5%
CCS(=O)(=O)Nc1ccc(C(=O)c2ccccc2)cc1 | 0.0% | -14% | -2%[46.1 µM] | -9% | -7% | 9% | 1% | -9%
O=C(CN1CCN(Cc2ccccc2)CC1)NCC1COc2ccccc2O1 (stereo not given) | -1.0% | 6% | 8% | -2% | -1% | 6% | -4% | -18%
Cc1nc(C(F)(F)F)c(C(=O)NC(=O)Nc2ccccc2)s1 | -3.1% | -12% | -2%[46.1 µM] | -2% | -3% | 10% | -1% | -4%

Screens (PubChem)

A portion of the library; count on the stated rates, not on these rows.
